Assay outcomes: PubChem, several laboratories
COUP-TFII inh: NR2F2 (human) inhibition, primary screen | HEK293T NGFI-A luciferase reporter, luminescence | P24468 | inhibition, % at 8.6 µM | 370,000 tested, 0.7% active;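 active = inhibition above a per-plate cutoff, mean inhibition of test wells between control levels plus 3 SD, cut at about 38% in these data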;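 note: cells cotransfected with COUP-TFII expression vector driving the NGFI-A reporter; 0% = median of COUP-TF2 test wells and 100% = reporter-only cells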
Target sequence (P24468 whole entry, looked up): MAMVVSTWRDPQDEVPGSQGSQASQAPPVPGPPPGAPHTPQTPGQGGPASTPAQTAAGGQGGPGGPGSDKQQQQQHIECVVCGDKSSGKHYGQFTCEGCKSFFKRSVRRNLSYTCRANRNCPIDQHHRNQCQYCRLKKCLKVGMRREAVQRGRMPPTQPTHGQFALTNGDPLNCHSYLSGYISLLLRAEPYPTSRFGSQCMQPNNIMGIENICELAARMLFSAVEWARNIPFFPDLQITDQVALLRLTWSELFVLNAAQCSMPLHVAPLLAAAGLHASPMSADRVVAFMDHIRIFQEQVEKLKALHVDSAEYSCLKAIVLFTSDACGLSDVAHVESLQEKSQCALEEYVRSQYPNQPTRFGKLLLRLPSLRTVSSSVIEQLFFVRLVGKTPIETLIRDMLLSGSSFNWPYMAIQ
TRAIL sens C8: sensitizes caspase-8 expressing cells to TRAIL. NB7+C8 cells + TRAIL, ATPlite viability luminescence. inhibition (viability loss, TRAIL sensitization), % at 10 µM. 360,000 tested, 1% active;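 active = compounds causing at least 50% loss of cell viability in the single-dose screen, relative to plate controls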
TROY signal inh: TROY signaling inhibition; Q293 LMP1-TROYcd NF-kB luciferase reporter, 4 h; inhibition, % at 10 µM; 360,000 tested, 0.98% active; AID 1347056;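 active = compounds whose plate-normalised and pattern-corrected inhibition of the luciferase reporter signal at the single screening dose is 50% or more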
NCOA3 inh: inhibitors of human steroid receptor coactivator 3 (SRC3); Q9Y6Q9; HEK293 GAL4-SRC3 luciferase reporter, luminescence; inhibition, % at 3.6 µM; 360,000 tested, 0.17% active; AID 588352;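 active = inhibition above a per-campaign cutoff, the mean of all compounds plus 3 SD, cut at about 60% in these data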;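 note: 0% = DMSO-treated cells and 100% = gossypol-treated cells at 36 µM; higher means less SRC3-driven luciferase light from the GAL4 reporter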
Vif inh: inhibitors of HIV Vif; inhibition, % at 7.49 µM; AID 602346; HEK293T cells, Vif self-association by quenched fluorescence, imaging, 24 h; 340,000 tested, 0.35% active; in the data active = inhibition above about 50%, passing the limit was not always enough; inconclusive = no clear call, values can overlap the other calls; inactive = below about 31%; note: some results filed as inactive read as strong as hits
TLR9-MyD88 block: blocks human TLR9 binding to MyD88; Q9NR96+Q99836; 340,000 tested, 0.21% active; inhibition, % at 4.98 µM; CHO BLA complementation TLR9-MyD88, CCF4 FRET ratio;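 active = inhibition above the mean over all tested compounds plus 3 SD, cut at about 21% in these data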;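 note: 0% = DMSO only wells and 100% = clavulanate BLA inhibitor control wells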
NCOA1 inh: inhibits human SRC1 coactivator; Q15788; HEK293 GAL4-SRC1 luciferase reporter, luminescence; inhibition, % at 3.6 µM; 360,000 tested, 0.12% active; AID 588354;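 active = inhibition above the campaign mean plus 3 SD, with each screening campaign given its own cutoff, cut at about 60% in these data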;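 note: 0% = DMSO treated cells and 100% = gossypol at 36 µM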
NR5A2 inv ag: inverse agonists of human LRH-1 (NR5A2); AID 602396; 360,000 tested, 0.13% active; HEK293T StAR-luciferase reporter, LRH-1 transfected, 24 h; O00482; inhibition, % at 3.6 µM;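 active = inhibition above the mean inhibition of all tested compounds plus 3 SD, cut at about 73% in these data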;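 note: 0% = DMSO wells and 100% = reporter-only cells lacking LRH-1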
NOD2 RIPK2 PPI: inhibitors of human NOD2-RIPK2 interaction | 360,000 tested, 0.38% active | CHO BLA complementation NOD2-RIPK2, CCF4 ratio | O43353 | inhibition, % at 4.98 µM; in the data active = inhibition above about 21%;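 note: 0% = vehicle only and 100% = reference blocker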
Target sequence (O43353 whole entry, looked up): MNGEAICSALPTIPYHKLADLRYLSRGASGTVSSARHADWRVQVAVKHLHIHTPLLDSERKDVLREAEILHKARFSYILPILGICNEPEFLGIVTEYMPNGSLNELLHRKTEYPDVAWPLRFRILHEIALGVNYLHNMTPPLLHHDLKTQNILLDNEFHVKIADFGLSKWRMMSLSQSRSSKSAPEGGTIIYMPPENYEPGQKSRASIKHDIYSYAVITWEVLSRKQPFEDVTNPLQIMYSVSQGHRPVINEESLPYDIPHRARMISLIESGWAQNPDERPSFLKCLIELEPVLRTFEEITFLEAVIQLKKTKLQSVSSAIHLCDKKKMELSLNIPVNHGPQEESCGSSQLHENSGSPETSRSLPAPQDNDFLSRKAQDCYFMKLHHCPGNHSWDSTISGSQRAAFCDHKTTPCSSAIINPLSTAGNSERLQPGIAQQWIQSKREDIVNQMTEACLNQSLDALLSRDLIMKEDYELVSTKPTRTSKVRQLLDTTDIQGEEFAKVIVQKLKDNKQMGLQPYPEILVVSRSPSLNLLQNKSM
SRC2 inh: inhibits human steroid receptor coactivator 2 | AID 651957 | inhibition, % at 9 µM | 370,000 tested, 0.17% active | HEK293 GAL4-SRC2 luciferase reporter, luminescence;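 active = inhibition above the mean inhibition of all tested compounds plus 3 SD, set per campaign, cut at about 52% in these data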;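 note: 0% = DMSO treated cells and 100% = cells given Gossypol at 36 µM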
LMP1 NFkB inh: reduces LMP1-driven NF-kappaB luciferase signal. LMP1-induced NF-kappaB luciferase reporter cells, luminescence. inhibition, % at 12.5 µM. 350,000 tested, 0.69% active; in the data active = inhibition above about 41%; inconclusive = no clear call, values can overlap the other calls;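 note: 0% = neutral control wells and 100% = reference inhibitor control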
An asterisk follows results filed as active; ? = inconclusive; · = no result given; & = joins results of further samples. A portion of the library, so the mix of outcomes need not match the whole.

Structure	TROY signal inh	SRC2 inh	NCOA1 inh	NOD2 RIPK2 PPI	COUP-TFII inh	Vif inh	NR5A2 inv ag	LMP1 NFkB inh	TRAIL sens C8	NCOA3 inh	TLR9-MyD88 block
Cc1cccc2cc(C(c3nnnn3C3CCCC3)N3CCOCC3)c(=O)[nH]c12 (stereo unspecified)	17.2	7.4	0.7	-0.8	-5.1	-15.9	9.2	4.5	2.7	14.4	-10.3
CCOC(=O)/C=C/C(=O)OCC(=O)Nc1cccc(Cl)c1Cl	-14.9	19.2	-8.2	-7.4	-5.4	9.5	5.1	-9.7	-2.2	14.7	-2.4
Cc1ccc(NC(=O)CSc2nc3ccccc3c3nc(CCc4c(C)n[nH]c4C)nn23)cc1F	-25.0	-16.5	-25.7	2.1	-14.2	3.3	14.6	2.8	-9.1	-5.5	9.8
Cc1ccc(S(=O)(=O)N/N=C2/CCCCC2C2CCCCC2)cc1[N+](=O)[O-] (stereo unspecified)	9.7	-16.9	10.3	-8.6	4.4	-0.1	-3.9	1.5	25.6	13.8	0.2
Cc1ccc(/C=N/n2c(C)nnc2C)cc1	5.0	-15.5	-1.4	-1.5	-0.2	2.0	4.3	4.5	-13.4	3.6	-1.1
O=C(O)c1cccc2c(/C=N/Nc3ccccn3)c[nH]c12	4.8	·	-11.8	-1.2	·	0.8	-7.6	0.1	0.9	13.8	-3.3
CCN1CCN(C(c2ccccc2)c2nnnn2C(C)(C)C)CC1 (stereo unspecified)	-11.4	-24.5	·	-7.9	-12.2	·	-10.1	·	-12.2	·	·
Cc1ccc(S(=O)(=O)N(C)C[C@H]2Oc3c(NC(=O)Nc4cccc5ccccc45)cccc3C(=O)N([C@@H](C)CO)C[C@@H]2C)cc1	-4.0	-17.7	3.0	6.5	2.7	-5.0	19.2	-128.9	-5.8	-16.3	-14.3
CCOC(=O)N1CCN(c2c(NCCc3ccc(OCC)c(OCC)c3)c(=O)c2=O)CC1	5.6	·	-12.7	-14.9	·	0.6	-2.2	5.6	-12.2	-18.5	4.5
CN(CC(=O)Nc1ccccc1Cl)C(=O)COC(=O)c1nc(Cl)c(Cl)c(Cl)c1Cl	53.5*	-40.0	-23.6	23.9*	-1.5	·	24.3	-12.3	30.4	-7.9	15.3
O=C(Nc1ccc(O)c(C(=O)O)c1)c1ccc2c(c1)C(=O)N(CC1CCCO1)C2=O (stereo unspecified)	-13.2	-6.1	5.1	-4.5	8.7	·	-5.5	-2.7	-13.7	16.1	8.4
CN(C)CCSc1nc(-c2ccccc2)nc2c1CCCC2	-13.9	22.3	2.3	3.1	7.9	2.0	0.3	·	7.7	10.0	·
C/C(=N\NC(=O)CSCc1ccc(Cl)cc1)c1ccc(NC(=O)c2ccccc2)cc1	-3.2	6.3	-43.8	0.4	-12.8	-9.7	-61.7	-13.6	2.9	-34.8	5.4
COc1ccc(-n2c(CN3CCN(c4ccccc4)CC3)nc3ccc([N+](=O)[O-])cc3c2=O)c(OC)c1	17.8	-24.8	11.4	2.5	-14.0	-0.1	12.8	9.0	-7.8	-12.3	-13.4
CCOC(=O)c1cc(-c2ccccc2)sc1NC(=S)Nc1cc(C)ccn1	·	11.1	-13.6	-1.7	1.3	169.1*	-15.4	-2.8	-6.7	1.9	3.1

Part of the list above, reduced to SRC2 inh and LMP1 NFkB inh:
mol,SRC2 inh,LMP1 NFkB inh
Cc1ccc(S(=O)(=O)N(C)C[C@H]2Oc3c(NC(=O)Nc4cccc5ccccc45)cccc3C(=O)N([C@@H](C)CO)C[C@@H]2C)cc1,-17.7,-128.9
Cc1ccc(S(=O)(=O)N/N=C2/CCCCC2C2CCCCC2)cc1[N+](=O)[O-] (stereo unspecified),-16.9,1.5

Next part
Structure	TROY signal inh	SRC2 inh	NCOA1 inh	NOD2 RIPK2 PPI	COUP-TFII inh	Vif inh	NR5A2 inv ag	LMP1 NFkB inh	TRAIL sens C8	NCOA3 inh	TLR9-MyD88 block
COC(=O)c1sc(S(=O)(=O)N2CCC(C)CC2)c(C(=O)OC)c1C	6.3	-10.9	-24.3	3.2	13.9	4.7	-19.4	3.9	-14.8	8.0	-9.5
O=C(c1cc([N+](=O)[O-])ccc1Cl)N1c2ccccc2Sc2ccccc21	8.3	14.0	-22.3	-1.8	16.8	-18.3	2.2	11.5	18.5	16.8	-17.8
CCCCOc1ccc(C(=O)N(C)CC(=O)Nc2ccc(C)cc2)cc1	0.9	5.7	12.7	5.6	-2.7	·	14.7	8.6	-6.9	13.2	3.9
C#CCSc1nc(-c2ccccc2)cc(C(F)(F)F)c1C#N	12.2	-19.2	0.2	1.5	-4.7	-7.1	7.9	-13.6	-1.2	3.5	2.0
CCOc1ccc(-c2nn[nH]n2)cc1OCC	-1.6	-22.0	-2.8	-7.3	3.9	17.9	1.1	5.7	-11.1	-9.9	13.2
COc1ccc2oc(C(=O)OCC(=O)N(C)C3CCCCC3)c(C)c2c1	-27.6	5.9	-8.7	1.1	-9.3	-10.6	-9.2	-1.5	-2.6	-1.1	-0.5
CCCc1cc(=O)[nH]c(SCC(=O)Nc2ccc(S(=O)(=O)N3CCCC3)cc2)n1	3.8	11.1	2.1	-18.9	-2.1	4.2	3.2	2.9	-16.5	14.1	-1.2
C(=C\c1ccccc1)/CN1CCN(C(c2nnnn2Cc2ccccc2)C2CC2)CC1 (stereo unspecified)	-24.7	18.7	-3.8	11.5	7.9	-7.5	-16.6	·	-14.0	17.9	·
COc1ccc(Br)cc1-c1noc(-c2ccccc2)n1	-43.0	-27.4	-5.0	-3.2	-10.0	29.6	4.7	-12.5	22.2	-19.3	2.8
CC(C)(C)NC(=O)C(c1ccco1)N(C(=O)Cn1nnc(-c2ccc(F)cc2)n1)c1cccc(F)c1 (stereo unspecified)	10.9	-7.7	0.3	0.4	-6.3	-5.8	-2.2	0.9	1.0	-6.1	-6.8
CCOC(=O)c1c(C)c(C(=O)NCCN2CCOCC2)c(C)n1CC	10.3	-20.5	6.1	0.3	-9.2	-4.4	6.5	-6.6	3.7	15.8	1.4
O=C(/C=C/c1ccco1)Nc1ccc(-c2nc3ccccc3[nH]2)cc1	-40.0	0.6	-44.8	-0.8	14.0	7.5	-66.3	-115.6	-38.2	-30.4	13.7
CC(=O)Nc1ccc2c(c1)N(S(=O)(=O)c1cccs1)CCC2	-19.8	-16.2	-33.2	0.3	-43.2	13.2	16.8	-0.5	5.4	5.3	-5.3
CC(C(=O)Nc1ncc([N+](=O)[O-])s1)N1C(=O)c2ccccc2S1(=O)=O (stereo unspecified)	-15.7	-16.0	-2.2	-6.8	-7.5	-0.7	-1.2	-4.2	28.0	-3.5	-5.4
CCn1c(=O)c(C(=O)Nc2ccccc2)c(O)c2ccccc21	-23.4	-9.4	-0.3	-11.4	1.9	-0.9	18.9	-30.6	-8.8	-5.6	6.6

Structure	TROY signal inh	SRC2 inh	NCOA1 inh	NOD2 RIPK2 PPI	COUP-TFII inh	Vif inh	NR5A2 inv ag	LMP1 NFkB inh	TRAIL sens C8	NCOA3 inh	TLR9-MyD88 block
Cc1cccc(NC(=O)CSc2nnnn2C2CCCC2)c1	-12.2	2.9	19.7	-1.4	3.2	-9.8	7.2	1.4	7.5	12.3	1.3
O=C(CC(=O)NC1CCCCC1)N/N=C/c1ccc(Cl)cc1	7.2	-34.7	-17.5	-3.8	-3.2	15.4	12.9	-1.4	6.0	22.6	0.4
Cc1c(CCOC(=O)CC23CC4CC(CC(C)(C4)C2)C3)sc[n+]1Cc1ccc([N+](=O)[O-])cc1	-4.1&5.6	-29.6	-10.0&4.1	-9.8&2.8	-13.0	6.5&-2.8	-12.3&-1.1	-29.6&-9.1	-1.1&2.2	13.9&-12.0	2.3&8.5
CC1CCC(NC(=O)c2cccc(S(=O)(=O)N3CCN(C)CC3)c2)CC1 (stereo unspecified)	-3.1	-28.8	-21.9	-7.8	6.0	-3.3	-21.8	-9.6	4.3	-36.0	-11.6
O=C(CCSc1ccccc1)N1CCN(C(=O)c2ccco2)CC1	-39.3	-48.6	-95.7	-4.0	-8.1	11.7	-95.6	-5.3	0.3	-33.9	-5.8
Cc1ccnc(NC(=O)CN2C(=O)c3ccccc3S2(=O)=O)c1	-11.7	-15.1	1.7	3.9	5.0	3.4	-4.8	4.9	-7.3	5.2	1.4
Cc1ccc(S(=O)(=O)N2CCN(C(=O)CN3C(=O)NC(C)(c4ccc(Cl)cc4)C3=O)CC2)c(C)c1 (stereo unspecified)	14.9	24.8	-11.0	3.1	15.6	-1.1	-2.4	2.0	-4.3	-6.4	1.1
COc1cccc(-c2nn(-c3ccccc3)cc2CN(C)C(C)c2ccon2)c1 (stereo unspecified)	-21.1	0.6	-20.9	-7.6	1.9	-1.3	-8.6	1.4	-2.6	-1.5	12.6
O=C(COc1ccccc1Cl)Nc1ccc(N2CCCC2)cc1	-10.5	-9.1	-17.2	-2.4	11.8	-8.9	-16.6	5.2	-0.2	0.1	6.5
C[C@H](NC(=O)N1CCn2c1nc1ccccc12)C(=O)NC1CCCCC1	2.2	4.6	3.0	4.5	15.4	11.5	-16.7	10.7	2.0	9.3	6.0
O=C1C(C=Nc2ccccc2O)=C(O)c2ccccc21	8.3	-55.9	-94.1	-2.4	-28.2	?	-76.0	-5.1	45.7	-76.6	7.2
Cc1cc(C)cc(NC(N)=S)c1	2.2	-19.5	-13.4	-8.9	7.8	0.4	17.7	13.1	5.8	25.0	4.0
CCOC(=O)c1c(NC(=O)C(C)N2CCN(S(=O)(=O)c3cccs3)CC2)sc2c1CCC(C)C2 (stereo unspecified)	-2.8	-3.8	-14.5	-9.0	14.7	-5.9	-3.3	19.5	1.3	11.6	2.0
CCOC(=O)c1csc(COc2ccc(OC)cc2)n1	-15.5	-49.1	-93.1	1.3	-34.0	5.9	-134.1	-2.8	5.7	-61.5	-9.3
CN(C)CCNC(=O)C1CC(=O)N(c2ccc(F)c(Cl)c2)C1 (stereo unspecified)	-4.4	-7.9	-6.8	-7.7	-9.5	-17.5	-5.6	-6.3	1.7	8.7	-1.5
